Source: PubChem
HT1080 IDH1KD tx = qHTS for induction of synthetic lethality in tumor cells producing 2HG: qHTS for the HT-1080-IDH1KD cell line. AID 686971, 2013. hit rate 2% among 360,000. HT-1080 IDH1 knockdown viability, ATP luminescence, 48 h. Potency, µM (titrated, usually from 46.1 µM), inactives show at the highest dose activity, negative = toxicity, most hits filed as cytotoxic;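 also: potency is read from the fitted curve at half-maximal effect; 0% = DMSO wells and -100% = cell-free medium wells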
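Using the IDH1-knockdown HT-1080 line run in the same batch and compound series as the NT line, viability after 48 h at 37 °C was determined by CellTiter-Glo luminescence and expressed as % activity.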
MCF10A rereplic = A quantitative high throughput screen for small molecules that induce DNA re-replication in MCF 10a normal breast cells. Potency, µM (highest dose often 46.1 µM), for the others: at the top dose activity, positive = re-replication, usual class: activators. AID 624296, 2012. MCF 10A DNA re-replication, Hoechst nuclear intensity, 48 h. hit rate 2.9% among 350,000; also: potency is read from the fitted curve at half-maximal effect; % of control where 0% means no effect; nearly all actives have a fitted effect of over 50% in size
WRN inhibitor = qHTS for Inhibitors of WRN Helicase. Bifunctional 3'-5' exonuclease/ATP-dependent helicase WRN (Homo sapiens), Q14191. WRN helicase unwinding, fluorescent forked duplex, kinetic. Potency, µM (series often up to 114 µM), for inactives: at the top dose activity change, negative = inhibition, hits mostly inhibitors. hit rate 0.46% among 360,000; also: potency is read from the fitted curve at half-maximal effect; % is scaled to controls: 0 for no effect and ±100 for the full control effect; nearly all actives have a fitted effect of over 55% in size
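Primary qHTS, 1536-well format. 20 nM WRN + compound, 15 min RT; start with 100 nM forked fluorophore/quencher duplex, 2 mM ATP (final); kinetic read ex 525/em 598 nm.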
ATXN2 expr inh = Primary qHTS for Inhibitors of ATXN expression; HEK-293 ATXN2-luciferase reporter, luminescence, 24 h; Potency, µM (doses to about 57 µM), inactives show top-dose activity change, negative = inhibition, usual class: inhibitors; hit rate 0.72% among 360,000; also: potency is read from the fitted curve at half-maximal effect; % is scaled to controls: 0 for no effect and ±100 for the full control effect; nearly all actives have a fitted effect of over 55% in size
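ATXN2-luciferase reporter cells (luciferase flanked by upstream and downstream ATXN2 gene portions) were treated 24 h at 37 °C with compounds at up to 57 uM. SteadyGlo luminescence gave expression; GF-AFC fluorescence gave viability.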
KB-3-1 tox = qHTS assay for MDR1-selective chemotherapeutics: Primary screen using the parental adenocarcinoma cell KB-3-1. KB-3-1 viability, CellTiter-Glo ATP luminescence, 72 h. hit rate 1.4% among 400,000. Potency, µM (top dose mostly 46.1 µM), without a hit: top-dose activity change, negative = cytotoxic, actives largely listed as cytotoxic; also: potency is read from the fitted curve at half-maximal effect; % is scaled to controls: 0 for no effect and ±100 for the full control effect; nearly all actives have a fitted effect of over 60% in size
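Viability of parental KB-3-1 cells, measured by CellTiter-Glo luminescence, followed a 72 h incubation at 37 °C with pinned compounds in phenol-red-free DMEM containing 10% FBS.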
SW480 rerep = A quantitative high throughput screen for small molecules that induce DNA re-replication in SW480 colon adenocarcinoma cells. SW480 DNA re-replication, Hoechst DNA content imaging, 48 h. hit rate 1.8% among 340,000. Potency, µM (highest dose often 46.1 µM), without a hit: at the highest dose re-replication activation, usual class: activators; also: potency is read from the fitted curve at half-maximal effect; % of control where 0% means no effect; nearly all actives have a fitted effect of over 55% in size
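DNA re-replication was detected as more nuclei of elevated Hoechst intensity after 48 hr exposure to compound (23 nL pinned per well of 250 cells).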
IL-1B inflam inh = qHTS for Inhibitors of Inflammasome Signaling: IL-1-beta AlphaLISA Primary Screen | THP-1 LPS/ATP IL-1B secretion, AlphaLISA, 16 h; hits give low values | activity change, % at 57.5 µM | hit rate 4.7% among 360,000; in the data active = activity change below about -50%; inconclusive = mostly about -30% to -49%; also: % is scaled to controls: 0 for no effect and ±100 for the full control effect
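Secreted IL-1B measured by AlphaLISA bead assay after 16 h compound exposure of THP-1 cells; compounds (final up to 57.5 uM) added 1 h before LPS (250 ng/mL) and ATP (1.25 mM) stimulation; lower signal means less secretion.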
HT1080NT lethal = qHTS for induction of synthetic lethality in tumor cells producing 2HG: qHTS for the HT-1080-NT fibrosarcoma cell line. HT-1080-NT fibrosarcoma viability, CellTiter-Glo ATP luminescence, 48 h. Potency, µM (doses to about 46.1 µM), for inactives: at the top dose activity, negative = less viability, usual class: cytotoxic. hit rate 1.6% among 360,000. AID 686970, 2013;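 also: NT is the 2HG producing partner of a matched IDH1 knockdown line; potency is read from the fitted curve at half-maximal effect; 0% = DMSO-treated cells and -100% = media-only wells without cells; nearly all actives have a fitted effect of over 55% in size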
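Luminescent CellTiter-Glo readout after 48 hours of compound exposure at 37 degrees C defined viability of HT-1080-NT cells. Activity was normalized to DMSO wells and cell-free media wells; concentration-response curves were fitted and assigned curve classes.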
KB-V1 cytotox = qHTS assay for MDR1-selective chemotherapeutics: Primary screen using the drug-selected MDR subline cells KB-V1. KB-V1 MDR cells viability, CellTiter-Glo, 72 h. Potency, µM (titrated, usually from 46.1 µM), without a hit: top-dose activity change, negative = cytotoxicity, hits mostly cytotoxic. hit rate 3.4% among 400,000; also: potency is read from the fitted curve at half-maximal effect; % is scaled to controls: 0 for no effect and ±100 for the full control effect; nearly all actives have a fitted effect of over 60% in size
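Cells of the MDR subline KB-V1 are plated, dosed with compound at multiple concentrations, and incubated 72 h at 37 degrees C; CellTiter-Glo is then added and luminescence read after 10 min.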
* marks the source's active call; other numbers are inactive results; ? = inconclusive; . = not tested or not shown; [ ] = dose if it differs, or a comment. Unless noted, calls follow the shape of the dose curve; as a rule, active = well fitted curve in the direction sought with a large enough effect; inconclusive = small, poorly fitted or top-dose-only effect, or another doubt; inactive = no such curve, though single readings can be large; an effect the other way counts as inactive or inconclusive.

Second line of a record: HT1080 IDH1KD tx, MCF10A rereplic, WRN inhibitor, ATXN2 expr inh, KB-3-1 tox, SW480 rerep, IL-1B inflam inh, HT1080NT lethal, KB-V1 cytotox
O=Cc1c(NCc2ccc(F)cc2)c2ccccc2[nH]c1=O
  4.4%, -1.5%, 1.6%, -14.8%, 2.5%, -14.1%, -18.1, -1.4%, 0.0%
O=C(NCc1ccccn1)Nc1ccc(Cl)cc1
  -0.8%, 2.3%, -6.0%, 39.2%[activator], ?, -1.0%, -6.1, 1.4%, ?
Cc1onc(-c2c(Cl)cccc2Cl)c1C(N)=S
  -5.4%, -13.0%, 3.9%, -7.7%, 15.4%, 17.6%, 54.7, 2.2%, 10.5%
CC(C)N(C)c1ncnc2c1ncn2[C@H]1CN(C2CCCC2)C[C@@H](CO)O1
  18.5%, ., 9.3%[57.1 µM], 7.9%, 18.5%, ., 22.3, 0.2%, -24.4%
O=C(NCc1ccc(Cl)cc1)c1cc(=O)nc2sc(-c3ccccc3)nn12
  5.0%, -10.9%, -3.4%, ?, ?, ?, 14.1, ?, -1.6%
CCN1C(=O)N(C)C2(c3ccccc3)N(C)C(=O)N(C)C12c1ccccc1 (stereo not drawn)
  -0.8%, 0.2%, -3.7%, 6.1%, -5.3%, -1.8%, -5.8, -4.6%, -13.9%
Cc1ccc(CNC(=O)C2CC(c3ccccc3C(F)(F)F)=NO2)o1 (stereo not drawn)
  -2.5%, -5.1%, 9.1%, -10.9%, -17.4%, -3.3%, 14.0, -0.4%, -3.2%
COc1ccccc1NC(=O)COc1ccc(Br)cc1CO
  -8.1%, 3.3%, 0.6%, 2.7%, -15.7%, -16.4%, 4.5, -2.2%, ?
CCCCn1c(N)c(N(CCC(C)C)C(=O)c2ccccc2C)c(=O)[nH]c1=O
  21.7%, -4.4%, 4.8%, 0.4%, 20.4%, -3.6%, -6.1, 11.8%, 6.7%
COc1cccc(OC)c1CNC(=O)CCSCc1ccccc1F
  -20.2%, 6.8%, 1.0%, 8.3%, -3.5%, -10.7%, 9.9, -9.3%, -4.6%
O=C(Nc1ccc(OC(F)(F)F)cc1)c1ccc(-n2cncn2)nc1
  16.4%, 5.4%, -31.2%[57.1 µM], -13.8%[11.3 µM], -4.1%, -0.1%, 3.8, 29.6%, ?
Nc1nonc1C(=O)N/N=C/c1ccc(-c2ccc(Cl)c(C(=O)O)c2)o1
  18.8%, 7.5%, ?, -34.1%, -1.2%, -3.3%, 6.6, 8.5%, 4.7%
CC(C)NC(=S)N1CCn2c(nc3ccccc32)C1
  10.3%, 0.4%, -8.3%, -9.2%, 9.5%, -1.9%, 5.1, ?, 0.0%
O=C1OCCN/C1=C\C(=O)c1ccc(Cl)cc1
  29.0%, 3.9%, -6.7%, -0.7%, 8.5%, -66.4%, ., ?, -4.0%
CCOc1ccc(-n2c(=S)sc3c(=O)[nH]c(SCC(=O)NCc4ccco4)nc32)cc1
  -9.2%, 23.5%, -24.3%, 4.3%, 13.1%, -10.4%, 14.1, 13.3%, 12.8%
O=C(Nc1ccc2oc(-c3cccnc3)nc2c1)c1cccnc1
  -8.8%, 6.7%, -3.6%, 3.7%, 20.0%, -19.1%, -9.2, 11.5%, 3.0%
CC(=O)c1ccccc1NC(=O)COC(=O)/C=C/c1ccc(OC(F)F)cc1
  -1.7%, ., -10.6%, -3.9%, -5.8%, ., 12.8, -1.7%, 4.4%
O=C(O)c1cc(-c2ccc(Cl)c(Cl)c2)n(-c2ccc(F)cc2)n1
  10.9%, 0.9%, 1.8%, ., -7.7%, -28.2%, 13.3, 16.7%, -4.0%
CCN(CC)C(=O)CSc1nsc(SCC(=O)N(CC)CC)c1C#N
  -1.1%, -6.9%, 0.7%, -7.9%, -4.7%, -2.9%, 15.4, 7.4%, -15.5%
Cn1c(-c2ccc(Cl)cc2)ccc(C#N)c1=O
  -0.9%, -177.7%[0.0737 µM], 11.1%, -8.4%, ?, 0.9%, 29.4, 4.0%, 5.8µM*
COc1ccc(-n2c(CN3CCN(Cc4ccccc4)CC3)nc3ccc([N+](=O)[O-])cc3c2=O)c(OC)c1
  -2.4%, 1.3%, -2.5%, -13.0%, -25.1%, 2.4%, 62.0, -11.3%, -0.8%
CC(NCc1ccccc1O)C12CC3CC(CC(C3)C1)C2 (stereo not drawn)
  -8.6%, ?, -1.5%, -7.9%, -15.7%, ?, ?, -10.0%, 1.7%
COc1cccc(OC)c1C(=O)NC(=S)Nc1ccc2oc(=O)ccc2c1
  -0.8%, 0.4%, -1.3%, -9.7%, ?, -8.4%, ?, 10.2%, -13.6%
O=C(CN(C(=O)CNC(=O)c1cccs1)c1ccccc1)NC1CCCCC1
  -0.8%, 1.9%, 2.1%, -9.4%, -2.7%, -1.7%, 6.1, -2.8%, -26.7%
CCC(C)CN1C(=O)CSCC1(C)C(=O)Nc1c(C)cccc1C (stereo not drawn)
  -3.1%, ., 4.1%, ., 5.3%, ., 8.9, 9.0%, -21.6%
COc1ccc(N2C(=O)CC(N(C)CCc3ccc(OC)c(OC)c3)C2=O)cc1 (stereo not drawn)
  8.7%, -8.1%, 10.0%, -1.7%, 15.1%, -0.2%, 17.8, 10.6%, 10.3%
CC1CN(C(=O)c2ccc([N+](=O)[O-])s2)CC(C)O1 (stereo not drawn)
  2.3%, 4.3%, 4.8%, ., -3.8%, -11.6%, 22.4, -5.4%, -0.5%
Cc1ccc(SCCNC(=O)/C=C/c2cccc([N+](=O)[O-])c2)cc1
  -8.1%, -3.2%, -35.2%[57.1 µM], -19.3%, 3.6%, -2.8%, -12.1, -9.7%, 3.7%
Cc1cc(C)nc(N2CCCC(CCC(=O)NCc3ccc(F)c(F)c3)C2)n1 (stereo not drawn)
  6.5%, 3.8%, -1.7%, -15.0%, -8.6%, -0.5%, -2.4, 0.6%, ?
CCN(CC)S(=O)(=O)c1ccc2oc(C(=O)NCCCN3CCOCC3)c(C)c2c1
  0.0%, 3.9%, -18.0%, -2.2%, -1.2%, 8.6%, -22.4, 8.6%, -23.8%
C=CCSC1=N/C(=C\c2sccc2C)C(=O)S1
  5.3%, ?, -2.9%, 0.0%, 2.3%, -3.5%, -21.0, -1.0%, 1.9%
CC(=O)OCC(OC(C)=O)C(OC(C)=O)C(OC(C)=O)C(=O)Nc1ccc(C)cc1 (stereo not drawn)
  -0.3%, -0.7%, -5.6%, 23.0%, -2.1%, -5.9%, 0.0, 1.2%, 5.5%
CCN(CC)CCCNC(=O)c1c(O)c2cc(F)cc3c2n(c1=O)C(C)CC3 (stereo not drawn)
  ?, ?, -0.2%, ., ?, 18.7%, 67.3, ?, ?
COc1ccc(S(=O)(=O)N2CCC(C(=O)NCCC3=CCCCC3)CC2)cc1C
  -15.4%, 1.8%, -0.2%, 4.2%, -7.5%, 10.4%, 3.5, 7.1%, -21.8%
Cc1cccc(OCc2nnc(SCC(=O)N(C)C3CCCCC3)o2)c1
  2.3%, ?, -1.9%, 4.6%, 7.1%, -26.8%, -1.6, -6.1%, -9.6%
CCCNc1nc2c(c(=O)n(C)c(=O)n2C)n1Cc1cccc(C)c1
  -8.2%, 4.9%, -6.2%, -9.4%, ?, 11.2%, 14.0, ?, 9.2µM*
COc1ccc(/C=N/NC(=O)Cc2ccc(Cl)cc2)cc1OC
  -8.4%, ?, -23.4%[57.1 µM], -35.4%[11.3 µM], 17.0%, -5.2%, -10.0, -6.3%, ?
O=C(Nc1ccccn1)c1ccc2c(c1)OCO2
  -25.4%, -11.6%, 2.4%[57.1 µM], -20.3%, ?, 16.9%[1.84 µM], -16.6, -13.9%, -3.2%
COc1ccc(OC)c(NC(=O)C(C#N)=Cc2ccco2)c1
  -22.0%, 4.6%, -3.0%, -3.6%, 9.4%, -3.3%, 2.9, -16.3%, -0.8%
COc1ccc(N2C(=O)C3CCCN3C2c2ccccc2)cc1 (stereo not drawn)
  7.6%, 19.7%, -1.5%, 9.8%, -5.2%, -11.1%, 2.0, 6.2%, -9.0%
O=C(CCCCn1c(=O)c2ccccc2n(Cc2ccccc2)c1=O)NC1CCN(Cc2ccccc2)CC1
  -0.8%, -12.3%, 0.3%, -23.1%, -6.2%, 1.8%, 0.0, -2.0%, -8.3%
CN1CCN(C(CNS(=O)(=O)c2ccc(Cl)cc2)c2cccnc2)CC1 (stereo not drawn)
  6.6%, 6.3%, -3.0%, -0.7%, 12.3%, 4.7%, -24.1, -2.5%, 11.5%

By substructure: the compounds so far with a COOH group.
Second line of a record: HT1080 IDH1KD tx, MCF10A rereplic, WRN inhibitor, ATXN2 expr inh, KB-3-1 tox, SW480 rerep, IL-1B inflam inh, HT1080NT lethal, KB-V1 cytotox
Nc1nonc1C(=O)N/N=C/c1ccc(-c2ccc(Cl)c(C(=O)O)c2)o1
  18.8%, 7.5%, ?, -34.1%, -1.2%, -3.3%, 6.6, 8.5%, 4.7%
O=C(O)c1cc(-c2ccc(Cl)c(Cl)c2)n(-c2ccc(F)cc2)n1
  10.9%, 0.9%, 1.8%, ., -7.7%, -28.2%, 13.3, 16.7%, -4.0%

This is a random part of the collection; any-hit rate near 12%.
